Screening data (PubChem BioAssay)
PLCg1 inh: PLC-gamma1 enzyme inhibitors, primary screen, biochemical, fluorescence, purified enzyme. 1-phosphatidylinositol 4,5-bisphosphate phosphodiesterase gamma-1 (Homo sapiens), P19174. inhibition, % at 12.2 µM. hit rate 0.84% among 370,000. fluorogenic substrate; in the data active = inhibition above about 9.5%
ssDAF-12 act: S. stercoralis DAF-12 nuclear receptor activators, primary screen, cell-based, luminescence, HEK293, GRIP1 co-expression, lit1-tk-luc; Nuclear hormone receptor DAF-12 (Strongyloides stercoralis); HEK293 ssDAF-12/GRIP1 lit1-tk-luc reporter; % of 3 µM dafachronic acid response; hit rate 1% among 370,000; activation, % at 6.8 µM;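 active = activation above the mean over all tested compounds plus 3 SD, cut at about 0.9% in these data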;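 note: 0% = DMSO-only wells and 100% = 3 µM delta7-dafachronic acid wells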
SMARCA2 activ: SMARCA2 (BRM) function activators, primary screen, cell-based, luminescence, high throughput; hit rate 1% among 370,000; activation, % at 9.1 µM; MG213 cells, MMTV-luciferase reporter, dexamethasone, overnight; AID 652017, 2013; in the data active = activation above about 7.8%;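 note: 0% = vehicle wells and 100% = reference activator wells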
MBD2 inh: inhibitors of MBD2 binding to methylated DNA, primary screen, biochemical, TR-FRET, DNA-binding domain, human | Methyl-CpG-binding domain protein 2 (Homo sapiens), Q9UBB5 | MBD2 binding to methylated oligonucleotide | inhibition, % at 4.4 µM | hit rate 0.31% among 370,000; in the data active = inhibition above about 13%
Target sequence (Q9UBB5 whole entry, looked up, the tested form may be a part): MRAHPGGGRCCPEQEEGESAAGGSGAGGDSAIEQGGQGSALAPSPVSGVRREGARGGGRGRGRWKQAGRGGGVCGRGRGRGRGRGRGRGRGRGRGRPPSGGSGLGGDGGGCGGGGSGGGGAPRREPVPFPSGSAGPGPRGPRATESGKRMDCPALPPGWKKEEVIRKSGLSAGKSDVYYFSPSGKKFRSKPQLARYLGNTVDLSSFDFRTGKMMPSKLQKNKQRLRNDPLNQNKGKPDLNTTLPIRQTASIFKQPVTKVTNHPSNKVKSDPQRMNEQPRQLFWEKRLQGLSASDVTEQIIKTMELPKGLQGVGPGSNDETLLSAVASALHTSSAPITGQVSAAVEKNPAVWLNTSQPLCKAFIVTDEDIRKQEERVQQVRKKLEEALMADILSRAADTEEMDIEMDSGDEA
Rev-erbA mod: modulators of Rev-erb alpha DNA binding, primary screen, biochemical, FITC-DNA, fluorescence polarization, uHTS; Nuclear receptor subfamily 1 group D member 1 (Homo sapiens), P20393; Rev-erbα–FITC-DNA binding, 90 min; activity, % at 10 µM; hit rate 0.79% among 370,000; AID 1259318, 2017;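 active = activity above about 14%, limit read from the data; passing the limit was not always enough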;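 note: 0% = DMSO wells with 35 nM protein and 100% = DMSO wells with 750 nM protein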
Target sequence (P20393 whole entry, looked up): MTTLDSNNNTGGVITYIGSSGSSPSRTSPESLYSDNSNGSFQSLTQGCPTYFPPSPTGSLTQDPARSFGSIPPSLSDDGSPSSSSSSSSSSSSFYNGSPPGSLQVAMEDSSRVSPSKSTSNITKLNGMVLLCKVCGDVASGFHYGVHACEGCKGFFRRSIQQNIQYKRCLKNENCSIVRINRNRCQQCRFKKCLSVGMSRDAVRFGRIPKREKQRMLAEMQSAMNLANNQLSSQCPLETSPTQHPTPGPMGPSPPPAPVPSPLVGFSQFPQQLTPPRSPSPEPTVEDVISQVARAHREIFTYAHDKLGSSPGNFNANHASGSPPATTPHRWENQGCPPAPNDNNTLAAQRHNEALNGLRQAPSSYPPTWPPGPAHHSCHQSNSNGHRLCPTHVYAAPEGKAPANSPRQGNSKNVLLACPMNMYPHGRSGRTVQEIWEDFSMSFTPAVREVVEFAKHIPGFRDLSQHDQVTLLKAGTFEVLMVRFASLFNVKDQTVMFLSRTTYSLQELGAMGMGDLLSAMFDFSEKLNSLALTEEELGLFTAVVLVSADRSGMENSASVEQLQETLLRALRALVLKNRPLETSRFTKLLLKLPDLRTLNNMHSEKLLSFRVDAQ
ADAM17 inh: ADAM17 inhibitors, primary screen, biochemical, QFRET; recombinant ADAM17, EDANS/DABCYL FRET peptide cleavage; hit rate 0.83% among 370,000; AID 720648, 2013; Disintegrin and metalloproteinase domain-containing protein 17 (Homo sapiens), P78536; inhibition, % at 6.95 µM;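 active = inhibition above the mean of compounds lying between control limits plus 3 SD, set per campaign, cut at about 8.5% in these data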;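 note: 0% = DMSO-only wells as the low control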
hgDAF-12 ag: H. glycines DAF-12 receptor agonists, primary screen, cell-based, luminescence, HEK293, GAL4 fusion, UAS-luciferase. hit rate 1.8% among 370,000. AID 687014, 2013. Nuclear hormone receptor DAF-12 (Heterodera glycines), GAL4 fusion. activation, % at 6.8 µM. HEK293 GAL4-hgDAF12 UAS-luciferase reporter, agonist luminescence; normalized to butyrate control;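 active = activation above a cutoff set at the mean of all screened compounds plus 3 SD, cut at about 10% in these data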;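 note: 0% = DMSO wells and 100% = sodium butyrate wells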
PLCb3 inh: human PLC-beta3 inhibitors, primary screen, biochemical, fluorescence; 1-phosphatidylinositol 4,5-bisphosphate phosphodiesterase beta-3 (Homo sapiens), Q01970; hit rate 0.18% among 370,000; inhibition, % at 12.2 µM; AID 720704, 2013; Purified PLC-beta3, fluorogenic substrate; in the data active = inhibition above about 11%;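 note: 0% = median of compound wells on plate and 100% = full blocker control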
DAX1 inh-1: DAX1 (NR0B1) inhibitors on StAR promoter, primary screen, cell-based, luminescence, SF-1 (NR5A1), full-length DAX-1 | AID 652010, 2013 | hit rate 1.1% among 370,000 | HEK293T StAR-luciferase reporter, SF-1/DAX-1 repression relief | inhibition, % at 6.8 µM;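 active = inhibition above the mean over all tested compounds plus 3 SD, cut at about 3.6% in these data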;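 note: 0% = DAX-1 cells with DMSO and 100% = cells lacking DAX-1 with DMSO; higher inhibition means more luminescence from relief of DAX-1 repression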
hcDAF-12 act: H. contortus DAF-12 nuclear receptor activators, primary screen, cell-based, luminescence, HEK293, lit1-tk-luc reporter | AID 652067, 2013 | hit rate 1.4% among 370,000 | HEK293 hcDAF-12 lit1-tk-luc reporter; 0% DMSO, 100% Δ7-dafachronic acid | activation, % at 6.8 µM;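 active = activation above the mean of all tested compounds plus 3 SD, cut at about 5.5% in these data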;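 note: 100% = response to 3 µM Δ7-dafachronic acid high control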
DAX1 inh-2: DAX1 (NR0B1) inhibitors, primary screen, cell-based, HEK293, Gal4-DAX1, luciferase luminescence; HEK293 Gal4-DAX1 luciferase reporter; hit rate 0.99% among 340,000; inhibition, % at 6.75 µM; AID 504766, 2011; Nuclear receptor subfamily 0 group B member 1 (Homo sapiens), P51843;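 active = inhibition above the mean over all tested compounds plus 3 SD, cut at about 4.2% in these data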;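 note: 0% = DAX1-transfected cells with DMSO and 100% = empty-vector control cells with DMSO; inhibition shows as a rise in luminescence from relieved DAX1 repression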
An asterisk follows results filed as active; i = inactive; x = no result given. Rows were taken by chance; about 7.4% have a hit in one of these screens.

SMILES	PLCg1 inh	ssDAF-12 act	SMARCA2 activ	MBD2 inh	Rev-erbA mod	ADAM17 inh	hgDAF-12 ag	PLCb3 inh	DAX1 inh-1	hcDAF-12 act	DAX1 inh-2
CCCCOC(=O)CCc1n[nH]c(=O)[nH]c1=O	-0.8	-0.8	-0.4	-3.2	-0.6	-2.7	2.0	2.4	-0.3	-1.7	0.9
COc1cccc(-c2nc3nc(C)cc(C)n3c2NCc2ccccc2)c1	-36.4	-1.4	-0.8	9.6	3.1	-7.9	3.3	-62.0	0.8	-0.2	x
CCc1nc2ccccc2c2nc3ccccc3n12	i	-1.2	0.3	-1.8	-0.8	-22.5	2.2	i	-1.3	-0.6	-0.3
O=C(CNC(=S)N(CCCN1CCOCC1)Cc1cccs1)NC1CCCCC1	1.2	-1.3	-0.7	-3.8	-1.9	0.1	-2.1	-10.6	-0.4	-1.6	-0.4
O=[N+]([O-])c1ccc(OCCOc2ccccc2/C=N/n2cnnc2)cc1	1.6	-2.0	1.7	-2.5	-0.5	-0.9	2.9	-0.6	-0.3	-1.1	-1.1
CC(C)Cn1c(SCC(N)=O)nnc1-c1cccc(S(=O)(=O)N2CCOCC2)c1	-0.8	-0.4	-1.5	-4.3	-10.0	-3.9	-0.2	-0.1	-0.3	-0.3	0.9
COc1ccc(CNC(=O)CCc2ccc(S(=O)(=O)N3CCCCCC3)cc2)cc1OC	2.0	-1.1	-1.8	5.4	2.8	-2.7	0.7	-0.9	-0.7	-0.4	-0.9
CCOC(=O)c1cc(C)n(S(=O)(=O)c2ccc(C)cc2)c1C	5.8	-1.6	-1.6	-0.8	-0.4	2.8	-3.1	0.9	-0.7	-0.9	-0.2
Cc1cccnc1NC(=O)C1CCN(S(=O)(=O)c2cccs2)CC1	7.2	-1.1	3.5	1.6	-5.7	0.5	-0.1	1.8	-0.7	-0.5	0.2
COc1ccccc1CNS(=O)(=O)c1c(C)[nH]c(C)c1C(=O)N1CCCC1	-0.5	-1.0	0.3	2.8	-1.1	-2.2	-1.2	-6.9	0.2	-2.7	0.6
CCOC(=O)C(CSCC(=O)c1ccc(Cl)cc1)NC(=O)OC(C)(C)C (stereo not given)	1.1	-1.0	-0.5	3.3	-5.8	1.4	-0.3	0.6	-0.2	1.4	-1.4
CC(C(=O)c1ccc(-c2ccccc2)cc1)[n+]1cccc(NC(=O)c2ccccc2)c1 (stereo not given)	9.7*	-0.8	-6.0	-0.2	1.0	0.7	1.3	2.4	-0.1	-0.8	1.3
N/C(=N\OC(=O)c1ccc(Cl)cc1)c1ccc(Cl)cc1	3.9	-1.1	3.5	2.3	1.0	-2.6	0.2	1.0	0.2	-1.2	1.1
O=C(Nc1ccccc1-c1nc2ccccc2s1)c1ccco1	i	-0.2	-1.0	-1.0	5.0	-6.3	2.0	i	0.2	2.4	-1.4
CCCCOc1ccc(C(=O)Nc2ccc(SC(F)F)cc2)cc1OC	1.2	-2.0	-2.1	0.5	2.9	2.1	-1.3	4.5	0.0	-0.9	-0.3
COc1ccc(Cc2nnc(NC(C)=O)s2)cc1	1.1	-1.1	-1.5	-0.8	0.8	-1.9	-1.7	0.5	0.0	-1.4	0.6
C=CCn1c(SCC(=O)Nc2c(C)nn(Cc3ccccc3)c2C)nnc1C(O)c1ccccc1 (stereo not given)	-2.6	-1.3	-1.5	-2.1	-2.3	1.9	-1.8	0.9	0.0	-2.4	-1.4
COc1ccc(Cl)cc1NC(=O)CCc1nc(-c2ccccc2F)no1	-1.3	-1.4	-1.8	1.7	-5.0	0.7	0.8	-6.3	-0.7	-1.7	-1.3
COc1cc(OC)cc(C(=O)NNC(=O)CCNC(=O)c2ccc(Br)cc2)c1	4.2	-1.2	-0.3	6.3	-7.8	-3.5	-1.2	-8.0	-1.1	-0.8	-0.2
CN(C)CCCNC(=S)N(Cc1cccs1)Cc1cc2cc3c(cc2[nH]c1=O)OCCO3	-59.2	-1.1	5.0	-1.8	6.7	-91.7	3.6	-67.9	-0.3	0.0	2.1
CC(C)N(Cc1nc(COc2ccccc2)no1)Cc1nccn1C	1.1	-1.0	-1.9	5.2	-1.8	-7.6	-1.3	-11.1	0.3	-1.4	3.8
CCn1c(-c2ccco2)n[nH]c1=S	-3.9	-0.9	0.5	0.8	-6.3	-4.7	-0.3	-2.2	0.2	-0.3	0.2
O=C(Nc1nncs1)c1cc(S(=O)(=O)N2CCCCC2)ccc1Cl	-2.2	-0.3	-2.6	-4.1	-3.5	-4.9	-0.2	-4.8	-0.1	-0.6	-0.1
COCCNC(=S)NC12CC3CC(CC(C3)C1)C2	1.5	-1.1	0.7	2.5	-2.5	-2.3	0.6	0.1	0.2	-1.7	0.0
Cc1ccc(S(=O)(=O)C2(C(=O)Nc3ccc4c(c3)OCO4)CC2)cc1	2.6	-1.3	-5.1	1.2	0.3	-0.3	-0.4	-2.8	-0.8	-1.6	-0.9

Already shown: 3 of the compounds above.
SMILES	PLCg1 inh	ssDAF-12 act	SMARCA2 activ	MBD2 inh	Rev-erbA mod	ADAM17 inh	hgDAF-12 ag	PLCb3 inh	DAX1 inh-1	hcDAF-12 act	DAX1 inh-2
O=C(Nc1nncs1)c1cc(S(=O)(=O)N2CCCCC2)ccc1Cl	-2.2	-0.3	-2.6	-4.1	-3.5	-4.9	-0.2	-4.8	-0.1	-0.6	-0.1
COCCNC(=S)NC12CC3CC(CC(C3)C1)C2	1.5	-1.1	0.7	2.5	-2.5	-2.3	0.6	0.1	0.2	-1.7	0.0
Cc1ccc(S(=O)(=O)C2(C(=O)Nc3ccc4c(c3)OCO4)CC2)cc1	2.6	-1.3	-5.1	1.2	0.3	-0.3	-0.4	-2.8	-0.8	-1.6	-0.9

(next part)
SMILES	PLCg1 inh	ssDAF-12 act	SMARCA2 activ	MBD2 inh	Rev-erbA mod	ADAM17 inh	hgDAF-12 ag	PLCb3 inh	DAX1 inh-1	hcDAF-12 act	DAX1 inh-2
CCc1ccc(CN2C(=O)c3ccccc3C2C(=O)NC(C)CC)cc1 (stereo not given)	5.2	-1.3	-2.3	-0.2	-0.9	-5.7	-1.7	-6.2	0.0	-2.3	-0.7
O=C(Oc1ccc(/C=N/O)cc1)c1ccccc1	6.7	-0.9	0.0	0.5	-2.3	3.7	0.4	2.1	1.1	0.2	1.6
O=C(NC1CCCCC1)C(c1cccnc1)N(C(=O)CCl)c1ccc(F)cc1 (stereo not given)	-2.3	-2.2	-3.7	1.8	2.1	-0.3	-0.9	-2.5	-2.2	-2.0	-2.2
CC(C)CN(C(=O)c1nn(C)c(=O)c2ccccc12)c1nc2ccccc2s1	3.1	-1.0	3.2	0.7	2.2	1.8	-0.5	4.8	0.2	1.9	1.4
CC1=CC(=O)C(C(C)=Nc2ccccc2Cl)C(=O)O1 (stereo not given)	0.1	-1.1	-2.4	-3.4	4.0	-4.0	2.4	-4.9	0.1	-1.9	-1.1
COc1cccc(CNc2cccc(C(F)(F)F)c2)c1O	0.8	-1.5	-0.3	5.2	-0.2	3.6	-2.2	-2.5	0.2	-2.0	1.2
O=C(Nc1cccc(O)c1)c1cc2nc(-c3ccccc3)cc(-c3ccccc3)n2n1	-65.8	-1.4	-1.9	6.7	1.8	-21.1	-2.5	-79.4	-1.4	-2.2	0.7
c1ccc(C(c2ccccc2)c2nc(-c3cccnc3)no2)cc1	3.2	-2.0	-0.1	-1.4	4.1	-1.9	-0.7	-2.0	0.0	-1.8	0.2
COc1cnc(-c2ccccc2)nc1Oc1ccccc1C	2.6	-1.1	1.4	2.3	1.3	2.5	-2.7	0.8	-0.7	-1.0	-0.5
CS(=O)(=O)c1cnc(-c2ccccc2)nc1-c1ccc(Cl)c(Cl)c1	1.3	-1.7	2.5	1.0	1.8	-2.0	4.4	0.4	0.1	-1.3	0.7
COc1ccc(S(=O)(=O)Nc2cccc3ccc(O)cc23)cc1	-0.6	-1.2	-1.8	-3.3	9.1	1.4	2.6	-8.6	-1.2	-1.6	-0.4
CC(C)c1ccccc1NC(=O)CSc1n[nH]c(=O)n1C1CC1	-0.3	-1.0	-2.0	-2.1	1.0	-4.0	2.6	-3.4	-0.6	0.6	1.6
O=C(NCCn1cccn1)c1ccc(OC2CCN(CCc3ccccc3)CC2)cc1	2.7	-2.2	-0.6	-1.3	-4.4	-6.1	3.6	-7.8	1.0	-0.6	-0.4
Cc1ccc2c(c1)c1c(n2C)C(=O)CCC1	-116.0	-1.1	0.9	-7.0	3.8	-7.9	-0.8	-165.8	-0.2	-2.1	0.1
CC1(C)Cc2c(sc(NC(=O)C(=O)N3CCOCC3)c2C(N)=O)CO1	2.7	-0.7	-2.8	-4.5	-5.0	-2.5	-1.8	-9.5	-0.2	-0.5	0.1
CN(CC(=O)Nc1ccc2c(c1)OCCO2)S(=O)(=O)c1ccc(F)cc1	3.9	0.0	1.9	0.9	-0.1	-1.0	5.3	6.0	0.5	2.1	1.2
CC(C)(C#CCN1CCCCC1)OCCOC(c1ccccc1)c1ccccc1	3.3	-0.8	-3.1	-2.0	6.2	-2.0	1.1	2.0	-0.5	-3.1	-0.9
CCOc1cc(C2CC(=O)N3CN(C4CCCCC4)CSC3=C2C#N)ccc1O (stereo not given)	-8.7	-0.8	-3.3	-6.0	5.2	2.2	1.2	-11.7	0.3	-0.6	1.0
COc1ccc(CNC(=O)CCCNS(=O)(=O)c2cccc3nonc23)cc1	-0.6	-0.5	0.3	5.8	0.2	-4.8	1.9	-1.1	0.2	-0.2	-0.5
CCOC(=O)Cc1csc(NS(=O)(=O)c2ccc3c4c(cccc24)C(=O)N3CC)n1	-62.0	-1.0	-1.7	-3.1	2.0	-9.7	1.1	-72.6	-0.2	-1.6	0.6
CC1(C)CC(NC(=O)c2c(N)no[n+]2[O-])CC(C)(C)N1	-0.9	-1.1	-0.8	1.1	-2.1	-3.0	0.2	-4.2	0.9	-1.8	1.0
O=C(N1CCN(c2ccccc2F)CC1)C1(S(=O)(=O)c2ccc(Cl)cc2)CC1	-1.4	-1.6	-2.8	1.4	4.6	-2.2	-1.9	-8.0	0.3	0.5	-1.0
Nc1nnnn1/N=C/C(Br)=C/c1ccccc1	4.3	-1.4	-10.0	-3.2	-6.5	-1.8	-7.8	3.5	-3.8	-1.2	-2.9
CCS(=O)(=O)N1CCC(c2nc(-c3ccc(C)cc3)no2)CC1	-0.9	-0.3	0.2	0.4	1.3	-1.2	3.4	-0.8	-0.6	-1.9	0.1
